# M5 PAM = potentiates acetylcholine response at human M5 receptor; activation, % at 3 µM; CHO-K1 hM5, Fluo-8 calcium, ACh EC20 PAM; 0% = ACh EC20, 100% = ACh EC100; P08912; AID 624038; hit rate 0.3% among 360,000;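 active means activation above the run cutoff, the mean activation of all test compounds plus 3 SD, cut at about 18% in these data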
#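 Measured by: Fluo-8 calcium fluorescence; material: human M5 receptor in CHO-K1 cells; schedule: Post-acetylcholine fluorescence recording 140 s; benchmarks: low control EC20 acetylcholine (0%), high control EC100 acetylcholine (100%); read-out: Max/basal fluorescence ratio as % of EC20–EC100 ACh window; compound: single dose, 3 µM nominal final test concentration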
# TAAR1 ag = agonists of human TAAR1; Q96RJ0; CHO RD-HGA16 TAAR1, Fluo-8 calcium fluorescence; vehicle wells 0%, saturating PEA agonist 100%; activation, % at 3 µM; hit rate 0.99% among 360,000; AID 624467;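 active means activation above the mean activation of all test compounds in the run plus 3 SD, cut at about 38% in these data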
# Target sequence (Q96RJ0 whole entry, looked up): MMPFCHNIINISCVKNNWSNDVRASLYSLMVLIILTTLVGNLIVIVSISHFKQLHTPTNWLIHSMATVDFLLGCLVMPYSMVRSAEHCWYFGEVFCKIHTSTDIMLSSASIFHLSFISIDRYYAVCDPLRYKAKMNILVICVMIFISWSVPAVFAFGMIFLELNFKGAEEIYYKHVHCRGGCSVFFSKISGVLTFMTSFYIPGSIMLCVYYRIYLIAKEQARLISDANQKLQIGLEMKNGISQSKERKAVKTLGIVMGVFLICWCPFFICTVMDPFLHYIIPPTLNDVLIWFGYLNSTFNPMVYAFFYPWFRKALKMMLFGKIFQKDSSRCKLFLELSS
#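 Assay system: CHO-derived RD-HGA16 cells with stable Gα16 and human TAAR1; timing: 17-24 h seeding, 75 min 37 °C dye, 30 min RT; read-out: % activation from peak over basal fluorescence ratio, DMSO-to-PEA scaled; measured by: kinetic Fluo-8 calcium fluorescence; benchmarks: low control DMSO, high control PEA (EC100); doses: 3 µM single concentration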
# M5 antag = blocks acetylcholine activation of human M5 receptor; P08912; CHO-hM5 cells, Fluo-8 calcium fluorescence, ACh EC80; inhibition, % at 3 µM; hit rate 0.59% among 360,000;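 active means inhibition above a per-plate cutoff, the mean of that plate's test compounds plus 3 SD, cut at about 27% in these data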;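 further: 0% = acetylcholine EC80 with DMSO and 100% = DMSO without agonist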
# TAAR1 antagonist = human TAAR1 antagonism. AID 624466. CHO RD-HGA16 TAAR1, Fluo-8 calcium fluorescence, antagonist. Q96RJ0. hit rate 1.5% among 360,000. inhibition, % at 3 µM;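 active means inhibition above a per-plate cutoff, the mean inhibition of test compounds on that plate plus 3 SD, cut at about 49% in these data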;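 further: 0% = DMSO plus EC80 beta-PEA response and 100% = DMSO alone without agonist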
#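 Material: CHO RD-HGA16 cells bearing hTAAR1; compound dosing: one-point dosing, 3 µM nominal final; schedule: dye loading 75 min at 37 °C, then 30 min room temperature; measured by: calcium fluorescence with Fluo-8; control set: vehicle and agonist controls; replication: n of 1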
# CRFBP-R2 block = antagonists of CRF-binding protein/CRF-R2 receptor complex. hit rate 0.59% among 350,000. inhibition, % at 11.8 µM. HEK293 CRF-R2/CRF-BP, CRF-induced calcium fluorescence;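 active means inhibition of the ligand-induced calcium signal above about 50% at the single tested concentration, limit read from the data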
# CHO-K1 Ca PAM = counter-screen for M1 PAMs: effect in parental CHO-K1 cells. ATP EC20, Fluo-8 calcium fluorescence; 0% at ATP EC20, 100% at ATP max. activation, % at 3 µM. hit rate 0.02% among 360,000. AID 602247;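 active means activation above the run cutoff, the mean activation of all test compounds plus 3 SD, cut at about 40% in these data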;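 further: peak over basal fluorescence ratio in a 140 s read after ATP addition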
# CHRM5 agonist = CHRM5 agonism in calcium assay. P08912. CHO-K1 hM5 cells, Fluo-8 calcium fluorescence; 0% DMSO wells, 100% maximal acetylcholine response. activation, % at 3 µM. hit rate 0.19% among 360,000. AID 624037;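 active means activation above the run's mean over test compounds plus 3 SD, cut at about 23% in these data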;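 further: signal is peak over basal fluorescence ratio across the kinetic read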
# CRFR2-BP ag = agonists of human CRF-binding protein/CRF-R2 receptor complex; activation, % at 13.2 µM; hit rate 0.46% among 350,000; HEK293 CRF-R2/CRF-BP, calcium dye fluorescence (FLIPR); percent of saturating CRF peptide response;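 active means activation of at least 50%, plus an integration ratio under a set limit after plate pattern correction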;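 further: plate controls were neutral control wells without compound for no effect and CRF at EC100 for full effect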
# CHRM4 PAM = positive allosteric modulators of human muscarinic M4 receptor. AID 624126. hit rate 0.4% among 360,000. CHO-K1 hM4/Gqi5, Fluo-8 calcium fluorescence, ACh EC20; 0% = ACh EC20, 100% = maximal ACh. activation, % at 3 µM. P08173;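 active means activation above its plate's cutoff, the mean activation of sample wells plus 3 SD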; further: some results filed as inactive read as strong as hits
# Target sequence (P08173 whole entry, looked up): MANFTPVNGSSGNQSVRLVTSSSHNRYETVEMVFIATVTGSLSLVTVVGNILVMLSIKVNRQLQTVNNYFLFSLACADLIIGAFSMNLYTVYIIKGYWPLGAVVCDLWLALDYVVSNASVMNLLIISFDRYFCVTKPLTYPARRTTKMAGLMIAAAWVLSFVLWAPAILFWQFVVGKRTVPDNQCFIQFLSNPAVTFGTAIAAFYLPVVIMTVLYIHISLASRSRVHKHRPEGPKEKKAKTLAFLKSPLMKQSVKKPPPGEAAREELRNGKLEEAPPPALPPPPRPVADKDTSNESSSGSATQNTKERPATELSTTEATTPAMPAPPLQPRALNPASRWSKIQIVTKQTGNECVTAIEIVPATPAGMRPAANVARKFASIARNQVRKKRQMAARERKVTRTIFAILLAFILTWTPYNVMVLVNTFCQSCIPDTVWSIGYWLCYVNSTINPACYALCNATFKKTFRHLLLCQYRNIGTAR
# Starred values were filed as active, the others as inactive; . = not tested or not shown. Random draw from the library; about 4.2% have a hit in one of these screens.
SMILES,M5 PAM,TAAR1 ag,M5 antag,TAAR1 antagonist,CRFBP-R2 block,CHO-K1 Ca PAM,CHRM5 agonist,CRFR2-BP ag,CHRM4 PAM
CS(=O)(=O)N(Cc1ccccc1)c1ccc(C(=O)Nc2ccccc2C(=O)O)cc1,4.2,-1.2,5.1,-14.3,27.6,-14.7,-4.9,-2.6,5.3
Cn1nccc1C(=O)Nc1ccc(S(=O)(=O)N2CCCC2)cc1,0.8,0.6,-4.2,-3.7,-1.5,10.7,-4.7,3.5,0.2
CCCC1NC(=O)c2cccnc2-n2c1nc1ccc(C)cc1c2=O (stereo unspecified),1.9,1.0,5.3,-15.0,-21.5,16.6,-1.1,-1.1,1.8
NC(=O)C1CCCN(C(=S)Nc2cccc3ccccc23)C1 (stereo unspecified),0.5,5.3,-9.3,-7.9,-15.3,22.3,-3.4,1.8,7.9
Cc1cc(C)c(S(=O)(=O)n2c([N+](=O)[O-])cnc2C)cc1C,2.0,1.0,-1.0,4.2,7.1,28.8,-1.7,0.1,2.2
O=Cc1ccc(N2Cc3ccccc3C2)cc1,1.8,-3.2,2.2,-15.9,-2.3,3.5,-2.3,-1.0,-2.7
CC1OC(Nc2ccc(N=Nc3ccccc3)cc2)C(O)C(O)C1O (stereo unspecified),-1.3,14.6,5.3,22.9,39.3,16.5,4.5,0.7,-0.3
COc1cc(C(=O)NNC(=O)c2ccco2)cc(OC)c1OC,6.0,6.7,-4.7,-14.6,-6.9,1.4,-1.7,1.2,2.8
Cc1cc(C)c(S(=O)(=O)N2CCOC2CNC(=O)C(=O)NCCN(C)C)c(C)c1 (stereo unspecified),-4.3,-0.1,1.0,-19.8,13.3,16.6,-4.2,-0.9,2.4
Cn1cc(CN2CCN(Cc3cccnc3)CC2)c(-c2ccc3c(c2)OCCO3)n1,-3.5,5.0,10.0,-2.7,-2.1,8.6,-0.7,0.8,4.5
CCCCOc1ccc(C(=O)N(Cc2ccccc2)C2CCS(=O)(=O)C2)cc1 (stereo unspecified),-4.4,-1.0,7.4,-16.5,-9.6,-4.1,-1.1,-0.8,-0.5
CCCN1C(=O)C(Cc2nc3ccccc3c(=O)n2-c2ccccc2)c2ccccc21 (stereo unspecified),-10.8,8.4,4.8,7.7,14.2,-9.6,0.9,-2.1,-3.7
CCOc1ccc(N(CC(=O)NC2CCCCC2)C(=O)CCC(=O)Nc2ccccn2)cc1,1.4,0.7,8.1,-31.4,2.3,18.6,-1.9,-1.5,2.6
Cc1ccc(C)c2[nH]c(=O)c(CCNC(=O)CC(C)C)cc12,-6.5,3.1,-3.2,1.8,-9.1,8.3,2.4,-0.7,2.9
CCCCn1c(=O)[nH]c(=O)c2c1nc(Cn1ncc(Cl)c(Cl)c1=O)n2CCC,3.8,0.9,10.3,-21.0,-25.0,11.0,-1.1,-2.3,4.0
COC(=O)C(NC(=O)c1ccc(OC)cc1)(Nc1ncc(S(=O)(=O)c2ccc([N+](=O)[O-])cc2)s1)C(F)(F)F (stereo unspecified),-22.8,.,-1.9,.,72.6*,15.0,-7.7,0.1,-11.7
Cc1ncc(CO)c(/C=N/Nc2ccc(C(F)(F)F)cn2)c1O,-2.0,10.5,12.7,-7.7,8.1,-4.4,0.1,5.4,-6.5
CCN(CC)CCNC(=O)C(=O)NCC1OCCN1S(=O)(=O)c1ccc2c(c1)OCCO2 (stereo unspecified),3.9,0.5,-8.3,8.2,4.5,9.1,-3.8,-1.6,-2.9
CCn1c(C)nc2cc(C(=O)NNC(=O)Nc3ccc(Cl)cc3)ccc21,-4.5,45.2*,0.5,19.5,16.4,-7.5,-1.8,1.7,1.7
COc1ccc(C(=O)CCN2CCC(C)CC2)cc1,-6.1,3.8,13.9,-23.0,17.0,11.5,-2.1,2.8,-5.5
Cc1ccc(OCc2ccc(C(=O)Nc3nccs3)o2)cc1,2.5,4.2,0.7,0.7,4.2,-3.6,-0.8,1.7,14.1
CCOc1ccc(NC2=NCC(=O)N2CCc2ccccc2)cc1,-5.8,70.2*,6.9,43.9,27.0,2.5,7.2,2.1,3.0
O=c1c(-c2ccccc2)c(-c2ccccc2)oc2cc(O)cc(O)c12,-4.7,7.7,3.6,40.2,2.1,13.4,-0.9,-0.6,-4.7
O=C1c2ccccc2C(O)N1Cc1ccccc1 (stereo unspecified),0.9,11.3,-1.4,2.2,-0.7,12.3,-0.3,0.3,-1.3
OCC[C@H]1C[C@H](O)[C@@H](O)[C@@]2(Cc3ccccc3CCO2)O1,0.1,1.3,5.2,7.8,-9.8,19.2,3.2,0.1,14.9
# The results go on:
SMILES,M5 PAM,TAAR1 ag,M5 antag,TAAR1 antagonist,CRFBP-R2 block,CHO-K1 Ca PAM,CHRM5 agonist,CRFR2-BP ag,CHRM4 PAM
CC(C)CNC(=O)c1cccc(NC(=O)C(C)Oc2ccccc2)c1 (stereo unspecified),3.7,5.9,5.3,-7.5,-3.8,-1.9,-1.6,3.4,7.2
CC(NCc1ccc(F)cc1)C(=O)Nc1cc(S(=O)(=O)N2CCCCC2)ccc1Cl (stereo unspecified),-3.9,0.8,2.2,-25.0,2.8,20.8,-0.2,1.2,-0.8
O=C(NCCC(F)(F)F)C1Cc2c(-c3ccc(Cl)cc3)ccnc2O1 (stereo unspecified),0.0,-1.4,-1.7,-11.3,.,-12.1,-0.5,.,4.6
COc1cc(S(=O)(=O)NCCCN2CCOCC2)ccc1-n1cnnn1,12.2,1.1,-6.5,-7.7,2.6,-10.2,0.6,-4.1,-5.3
Cc1ccc(N(CC(=O)NCc2ccco2)C(=O)CCC(=O)Nc2ccccn2)cc1C,-0.8,1.6,-4.4,1.2,9.3,14.4,-0.2,1.6,-4.5
S=C(Nc1ccccc1)Nc1ccc(Br)cc1,-12.2,8.6,7.7,2.1,4.9,7.8,3.3,0.4,-17.6
CCC(C)NC(=O)C1(NC(=O)Nc2ccccc2)CCCCC1 (stereo unspecified),3.9,4.0,4.5,20.5,-2.0,-0.8,1.7,-1.1,-10.8
CN1C(=S)SC(/[N+]([O-])=C\c2ccccc2)C1(C)C (stereo unspecified),-8.0,6.7,10.7,7.9,-19.3,12.9,-3.1,-0.4,3.8
Cc1nc2nc(SCC(=O)O)nn2c(C)c1Cc1ccccc1Cl,5.5,1.6,0.7,-5.7,-11.7,14.8,0.1,-0.8,14.4
Cc1nc(N2CCN(c3ccccn3)CC2)c2c(C)c(C(=O)Nc3ccccc3F)sc2n1,-1.1,4.4,2.7,-1.0,10.6,-5.3,0.5,0.2,1.3
COc1ccc(NC(=O)C/C(C)=N/NC(=O)C(=O)NC2CCCCC2)c(OC)c1,4.4,-0.3,-0.7,-0.1,-6.8,17.5,-3.8,-0.5,11.0
CS(=O)(=O)N(CC(=O)Nc1cccnc1)c1ccc2c(c1)OCO2,-3.6,5.5,-2.3,-15.1,15.2,12.7,1.2,-0.4,8.8
CCC(=O)c1ccc(OCC(=O)OC(C)C(=O)Nc2c(C)n(C)n(-c3ccccc3)c2=O)cc1 (stereo unspecified),-0.7,1.9,5.2,-6.4,8.1,13.2,-1.4,-1.4,4.8
CCOC(=O)c1c(C)[nH]c(C)c1C(=O)CSc1nc2ccccc2n1CC,-15.0,15.0,8.4,49.1*,6.0,11.2,1.5,-2.0,-8.8
CCN(CC)CCN1C(=O)C(=O)/C(=C(/O)c2c(C)[nH]c(C(=O)OC)c2C)C1c1ccco1 (stereo unspecified),-1.8,0.5,0.7,12.2,9.8,12.7,-1.5,1.3,-0.1
CCOC(=O)c1[nH]c2ccc(OCC)cc2c1NC(=O)CN1CCC2(CC1)OCCO2,-4.1,8.3,-3.0,0.7,5.2,-3.8,2.3,-1.6,13.5
CC(=O)Oc1cccc(C2C3=C(CC(C)(C)CC3=O)Nc3ccccc3N2C(C)=O)c1 (stereo unspecified),7.2,-0.5,6.7,-7.6,5.3,19.9,-1.9,1.0,5.9
CC(C)OCCCN1CN(S(=O)(=O)c2ccc(Cl)cc2)c2nc3ccccc3nc21,0.8,17.7,-6.0,9.1,-66.6,10.5,-1.4,-2.4,2.4
O=C(CN1CCCCC1)Nc1ccccc1Cl,2.9,4.2,3.7,6.7,-10.9,-12.9,-2.8,-1.4,-5.2
C[C@@H]1CN([C@@H](C)CO)C(=O)CCCn2nncc2CO[C@@H]1CN(C)C(=O)Nc1ccc(N2CCCCC2)cc1,-4.6,2.1,1.1,-5.0,-5.4,16.9,1.6,-0.5,0.1
CCC(C)(C)NC(=O)Cc1ccc(Cl)cc1,0.3,13.7,8.2,9.4,-11.4,-11.8,-1.8,0.3,5.4
Cn1c(Cn2nnc(-c3ccccc3)n2)nnc1SCc1ccccc1Cl,1.0,4.9,-3.2,-7.1,-5.8,21.6,5.5,-0.6,9.1
N#Cc1c(N)nc2c(c1N)CC(COc1ccccc1)O2 (stereo unspecified),2.8,8.5,9.0,11.2,-3.8,-8.8,-3.4,-2.1,-5.3
Cc1ccc(C(=O)NC(=S)Nc2cccc(NC(=O)c3ccccc3Cl)c2)cc1[N+](=O)[O-],1.5,-0.1,6.9,26.8,-3.1,-3.0,1.4,0.4,15.6
Cc1ccc(CS(=O)Cc2ccc(C(=O)NCc3ccc(OC(C)C)cc3)o2)cc1 (stereo unspecified),4.5,2.3,-4.7,2.9,-13.4,19.7,1.9,-0.6,-7.3
CCOc1ccc(CN2CCN(C3CCSCC3)CC2CCO)cc1 (stereo unspecified),-8.1,-0.1,2.7,1.7,2.9,11.7,-4.4,-1.3,4.8
CCCCn1c2c(c(=O)n(C)c1=O)C(CC(=O)OCC(=O)Nc1cccc(C(F)(F)F)c1)C(=O)N2 (stereo unspecified),-2.0,0.4,1.4,9.7,-13.1,12.2,-0.3,1.4,-1.7
CC(C)OC(=O)NC(c1ccccc1)C(Cl)(Cl)Cl (stereo unspecified),3.0,18.1,-3.9,-0.7,-5.2,-7.7,-2.7,-0.7,16.6

# Compound profiles, as listed above.
# CC(C)CNC(=O)c1cccc(NC(=O)C(C)Oc2ccccc2)c1 (stereo unspecified) reads M5 PAM: 3.7; TAAR1 ag: 5.9; M5 antag: 5.3; TAAR1 antagonist: -7.5; CRFBP-R2 block: -3.8; CHO-K1 Ca PAM: -1.9; CHRM5 agonist: -1.6; CRFR2-BP ag: 3.4; CHRM4 PAM: 7.2
# Cn1cc(CN2CCN(Cc3cccnc3)CC2)c(-c2ccc3c(c2)OCCO3)n1 reads M5 PAM: -3.5; TAAR1 ag: 5.0; M5 antag: 10.0; TAAR1 antagonist: -2.7; CRFBP-R2 block: -2.1; CHO-K1 Ca PAM: 8.6; CHRM5 agonist: -0.7; CRFR2-BP ag: 0.8; CHRM4 PAM: 4.5
